Screening results deposited in PubChem by National Center for Advancing Translational Sciences (NCATS).
NPSR antag: neuropeptide S receptor (human) antagonism, cAMP. Q6W5P4. CHO-NPSR cells, cAMP TR-FRET, antagonist mode. Potency, µM (series often up to 38.3 µM), without a hit: at the highest dose activity change, negative = inhibition, hits mostly inhibitors. 220,000 tested, 1% active; further: on the % scale 0 is the no-effect control and ±100 the full control effect; nearly all actives have a fitted effect of over 50% in size; many of its hits are not listed in these tables
RGS12 GoLoco inh: inhibitors of human Gai1-RGS12 GoLoco interaction (red fluorophore); P63096; Gai1:RGS12 GoLoco peptide FP, rhodamine, 10 min; Potency, µM (top dose mostly 61.6 µM), for the others: at the top dose activity, negative = inhibition, most hits filed as inhibitors; 230,000 tested, 0.44% active; AID 880; active means well fitted inhibition curve with a large enough effect, not every such curve was filed as active; inactive means no such curve, though single readings can be large or run the other way; further: on the % scale 0 is the no-effect control and ±100 the full control effect; nearly all actives have a fitted effect of over 30% in size; many of its hits are not listed in these tables
Target sequence (P63096 whole entry, looked up): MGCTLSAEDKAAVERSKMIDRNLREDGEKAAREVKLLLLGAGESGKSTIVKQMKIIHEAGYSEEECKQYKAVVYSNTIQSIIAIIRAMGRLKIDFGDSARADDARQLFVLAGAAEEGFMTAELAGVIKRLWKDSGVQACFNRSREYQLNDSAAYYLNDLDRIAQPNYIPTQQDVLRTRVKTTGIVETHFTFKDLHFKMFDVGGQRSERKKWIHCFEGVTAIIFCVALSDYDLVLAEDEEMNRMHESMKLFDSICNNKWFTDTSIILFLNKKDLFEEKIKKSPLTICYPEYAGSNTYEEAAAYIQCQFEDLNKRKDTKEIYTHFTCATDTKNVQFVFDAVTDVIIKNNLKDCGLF
KDM4E inh: blocks human JMJD2E demethylase activity. B2RXH2. JMJD2E catalytic domain, FDH-coupled NADH fluorescence (FDH is formaldehyde dehydrogenase). Potency, µM (top dose mostly 57.1 µM), for inactives: top-dose activity change, negative = inhibition, usual class: inhibitors. 230,000 tested, 1.6% active. AID 2147; active means well fitted inhibition curve with a large enough effect, not every such curve was filed as active; inconclusive means small, poorly fitted or top-dose-only effect, or another doubt; inactive means no such curve, though single readings can be large or run the other way;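 further: 0% = wells with enzyme and -100% = buffer wells without enzyme; nearly all actives have a fitted effect of over 50% in size; many of its hits are not listed in these tables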
KinaseGlo FLuc: blocks Kinase-Glo luciferase, a counter-screen artifact | 200,000 tested, 0.28% active | AID 1379 | Q27757 | Potency, µM (highest dose often 38.3 µM), for inactives: at the top dose activity change, negative = inhibition, hits mostly inhibitors | Kinase-Glo luciferase, ATP luminescence, 8 min; further: on the % scale 0 is the no-effect control and ±100 the full control effect; nearly all actives have a fitted effect of over 60% in size
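Recombinant Kinase-Glo luciferase, 10 uM ATP (linear range), luciferin; imidazole pH 7.2 / KCl / MgCl2 / Tween / BSA buffer; 8 min RT; luminescence.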
SMN2 splice up: SMN2 splice variant enhancement; HEK293 SMN2-luciferase splicing reporter, luminescence, 30-36 h; Potency, µM (highest dose often 46.1 µM), for the others: top-dose activity change, positive = activation, actives largely listed as activators; AID 1458; 210,000 tested, 2.8% active; further: % of control where 0% means no effect; nearly all actives have a fitted effect of over 55% in size
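HEK293 cells carry an SMN2 minigene-luciferase reporter in which exon 7 inclusion puts luciferase in frame. Cells were seeded at 2000 cells/well, attached for 10-12 hours, then exposed to compounds for 30-36 hours at 37C before ONE-Glo luminescence.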
RECQ1 helicase: blocks DNA unwinding by human RECQ1 | AID 2549 | Potency, µM (series often up to 57.3 µM), inactives show top-dose activity, negative = inhibition, actives largely listed as inhibitors | RECQ1 DNA unwinding, red fluorescence kinetic read | 240,000 tested, 0.54% active;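 further: plate controls were vehicle for no effect and no enzyme for full effect; nearly all actives have a fitted effect of over 30% in size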
Target sequence (P46063 whole entry, looked up): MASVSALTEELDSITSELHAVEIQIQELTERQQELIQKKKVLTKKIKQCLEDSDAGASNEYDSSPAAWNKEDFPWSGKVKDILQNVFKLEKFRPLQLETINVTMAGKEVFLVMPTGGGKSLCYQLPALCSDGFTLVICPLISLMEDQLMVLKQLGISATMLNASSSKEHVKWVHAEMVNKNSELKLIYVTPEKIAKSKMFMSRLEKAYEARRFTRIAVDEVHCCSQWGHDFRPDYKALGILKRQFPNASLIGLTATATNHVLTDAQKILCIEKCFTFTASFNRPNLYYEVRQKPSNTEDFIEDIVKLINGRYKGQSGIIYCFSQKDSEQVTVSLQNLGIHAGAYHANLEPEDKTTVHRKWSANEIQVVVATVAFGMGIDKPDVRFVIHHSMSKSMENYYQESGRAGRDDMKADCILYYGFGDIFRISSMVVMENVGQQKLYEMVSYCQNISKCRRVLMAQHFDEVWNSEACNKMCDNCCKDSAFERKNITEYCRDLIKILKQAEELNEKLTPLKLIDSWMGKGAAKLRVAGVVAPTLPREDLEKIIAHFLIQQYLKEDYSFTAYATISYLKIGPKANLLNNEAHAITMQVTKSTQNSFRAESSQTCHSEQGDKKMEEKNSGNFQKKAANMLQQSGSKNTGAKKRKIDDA
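RECQ1T1 50 nM; forked duplex (20 bp + 30-nt ss tails) 200 nM, ATP 2 mM final; pH 8.0, 2 mM MgCl2, 2.5 ug/ml poly(dI-dC); 15 min compound preincubation; discontinuous kinetic read over 2 h at RT.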
IMPase Li cell: IMPase inhibition in cells with lithium potentiation; 210,000 tested, 0.35% active; CHO-M1 cells, IP1 TR-FRET (IP-One), carbachol + lithium; Potency, µM (highest dose often 59.4 µM), for inactives: at the top dose activity, negative = IMPase inhibition, usual class: inhibitors;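 further: IP1 builds up when IMPase is blocked and the TR-FRET signal falls; plate controls were basal vehicle for no effect and high inhibitor control for full effect; nearly all actives have a fitted effect of over 50% in size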
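Concentration–response in CHO-M1 cells, lithium-potentiated; 30 min at 37C. IP1 detected by competitive TR-FRET after 10 min lysis at RT. Hill-fitted AC50.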
Epigenetic derep: derepresses silenced GFP reporter in murine cells; Potency, µM (series often up to 53.9 µM), inactives show top-dose GFP activation, hits mostly activators; murine LDR cells, GFP reporter derepression, 30 h; 280,000 tested, 0.2% active; further: % of control where 0% means no effect; nearly all actives have a fitted effect of over 60% in size
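Derepression of a silenced CMV-GFP reporter in murine LDR cells is scored by enumerating GFP-positive cells with a laser-scanning microplate cytometer after 30 hours of treatment at 37 C.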
Active calls of the source: *; i = inactive; u = inconclusive; x = not tested or not shown; [ ] = dose if it differs, or a comment. Unless noted, the call rests on the fitted dose curve; in most records, active means well fitted curve in the direction sought with a large enough effect; inconclusive means small, poorly fitted or top-dose-only effect, or another doubt; inactive means no such curve, though single readings can be large; an effect the other way counts as inactive or inconclusive. Potency means the concentration at half of the fitted maximal effect. Some of the compounds tested; rates above refer to the full screens.

Molecule,IMPase Li cell,RECQ1 helicase,NPSR antag,RGS12 GoLoco inh,Epigenetic derep,KinaseGlo FLuc,KDM4E inh,SMN2 splice up
CCCCn1c(SCC(=O)Nc2nnc(C)s2)nnc1-c1ccoc1C,10%[38.3 µM],i,-8%[46.1 µM],2%,0.0%,-4%,5%,18%
COc1cc(/C=N/NC(=O)Cn2ccc(C(F)(F)F)n2)cc(OC)c1OC,u,4%,18%,2%,-3.3%,3%,-27%,20%
Cc1cccc(N2CCN(c3nc4nonc4nc3N3CCSCC3)CC2)n1,-22%,-14%,-9%,65%[activator],2.3%,-3%,u,x
CCOc1cccc2cc(-c3nnc(NCc4ccc5c(c4)OCO5)s3)c(=O)oc12,-7%,-3%,-24%,-39%,3.0%,1%,4%,-26%
COc1c(C2=CC(=O)N(C)C2=O)c2c(n1C)C(=O)c1ccccc1C2=O,24%,5%,x,-14%,-0.3%,-4%,-16%,-4%
CCCCn1c(N)c(N(CCOC)C(=O)CN2c3ccccc3CC2C)c(=O)[nH]c1=O (stereo unspecified),9%,i,7%,39%[activator],4.3%,1%,-25%,4%
COc1ccccc1-c1cc(C(=O)NC(C)c2ccccc2)no1 (stereo unspecified),x,-7%,u,x,-1.0%,x,-2%,x
O=c1[nH]c(=O)n(Cc2ccco2)c2c1C(C(F)(F)F)(C(F)(F)F)N=C(Cc1ccccc1)N2,-2%[38.3 µM],-4%,-11%[46.1 µM],23%,-0.9%,-4%,u,-28%
COc1ccc(S(=O)(=O)Nc2cc(C)c(O)cc2C(C)C)cc1,5%,-5%,-14%[46.1 µM],1%,-1.1%,8%,0%,-24%
O=S(=O)(c1ccc(Oc2ccccc2)cc1)N1CCOCC1,30%[38.3 µM],-2%,-3%[46.1 µM],4%,0.0%,-2%,-1%,-55%[inhibitor]
CCOc1ccc(/C=C/C(=O)Nc2ccc(C(N)=O)cc2)cc1OC,4%,-7%,-5%,8%,0.0%,-1%,-5%,-19%
c1ccc(-c2nn3nnnc3c3ccccc23)cc1,7%,-15%,-12%[46.1 µM],3%,0.0%,-2%,2%,-3%
COc1cccc(-c2nnc(-c3ccco3)o2)c1,-3%,-7%,3%,3%,-8.2%,-6%,u,11µM*
COc1ccc(OC)c(Nc2cc(-c3ccccc3)nc(N)n2)c1,2%[38.3 µM],i,u,-7%,3.6%,0%,-17%,4%
O=C(Nc1ccc(Cl)c(C(F)(F)F)c1)C(=O)N1CCCCC1,0%,-8%,u,2%,-1.0%,-3%,-2%,u
CN1C(=O)CC(P(=O)(c2ccccc2)c2ccccc2)N(C)C1=O (stereo unspecified),5%[38.3 µM],-4%,-3%[46.1 µM],2%,-0.5%,-1%,-5%,u
COc1ccc2nc(C)cc(N3CCC(C(N)=O)CC3)c2c1,6%,-7%,22%,5%,0.0%,1%,-1%,-20%
COC(=O)C1=C(N)Oc2cc(C)n(CCc3ccccc3)c(=O)c2C1c1cccnc1 (stereo unspecified),7%[38.3 µM],1%,-13%[46.1 µM],9%,-5.4%,4%,-4%,-18%
CCOC(=O)C(NC(=O)c1cccc(Cl)c1)(OCc1ccccc1)C(F)(F)F (stereo unspecified),7%,-4%,-31%,2%,1.0%,2%,-4%,-33%
CCCCOC(=O)c1ccc(NC(=O)COC(=O)CSc2nc(C)cc(C)n2)cc1,-3%,-8%,6%,9%,7.2%,0%,-8%,20%

Molecule,IMPase Li cell,RECQ1 helicase,NPSR antag,RGS12 GoLoco inh,Epigenetic derep,KinaseGlo FLuc,KDM4E inh,SMN2 splice up
COc1ccnc(N=CNOCc2ccc(C)cc2)c1C#N,2%[38.3 µM],-7%,-23%[46.1 µM],4%,2.0%,13%,-3%,-2%
CCCCN(C)Cc1c(O)ccc2c(-c3ccccc3)cc(=O)oc12,25%[38.3 µM],-11%,1%[46.1 µM],9%,-0.8%,2%,u,-12%
O=C(COC(=O)C1(c2ccccc2F)CCCC1)N1CCOCC1,16%[38.3 µM],i,0%[46.1 µM],60%[activator],0.0%,-1%,-1%,-1%
C/C(CC(=O)Nc1cccc(Cl)c1Cl)=N\NC(=O)c1ccccc1Br,2%,-27%,8%,18%,1.1%,0%,1%,x
O=C(C1CCN(S(=O)(=O)c2cccc3nsnc23)CC1)N1CCc2ccccc21,3%[38.3 µM],-6%,-17%[46.1 µM],6%,0.1%,-6%,-2%,-30%[inhibitor]
CCc1ccc(CN(C)CC(=O)Nc2ccc3c(c2)CCC3)cc1,16%,-13%,-43%,4%,0.0%,2%,2%,-13%
Cc1nn(CCc2nn[nH]n2)c2nc(C(F)(F)F)cc(C(F)(F)F)c12,-8%[38.3 µM],-6%,6%[46.1 µM],-6%,-8.7%,3%,u,-7%
COCCNc1ccnc2c(Cl)cccc12,2%,8%,18%,8%,0.9%,2%,u,-61%[inhibitor]
Cc1nc(SCC(=O)NC(C)(C#N)C2CC2)c2c(-c3cccs3)csc2n1 (stereo unspecified),4%,-12%,-16%,3%,1.0%,0%,-1%,-19%
C/C(=N\OCC(=O)Nc1c(C)cc(C)cc1C)c1ccc2c(c1)OCCO2,5%,-3%,-23%,1%,-1.0%,3%,-3%,-10%
N#Cc1ccc(-c2ccc(F)cc2)nc1Sc1ccccc1,7%[38.3 µM],-7%,u,-1%,1.2%,-2%,-9%,-17%
Cc1nc2cc(NC(=O)N3CCC(c4ccccc4)C3)ccc2n1C (stereo unspecified),23%[38.3 µM],0%,4%[46.1 µM],7%,0.0%,3%,3%,18%
COc1ccc(CCC(=O)NCc2ccco2)cc1,25%[38.3 µM],-6%,-11%[46.1 µM],0%,-1.1%,5%,-2%,u
COc1ccc2c(c1)-c1nc(/N=C/c3c(O)ccc4ccccc34)sc1CC2,-4%,-3%,16%,-18%,1.9%,-3%,u,-12%[1.84 µM]
CCOc1ccc(C2CC(c3ccc(F)cc3)n3ncnc3N2)cc1 (stereo unspecified),8%,-5%,-10%,-5%,-0.8%,1%,-12%,-20%
O=C(O)CCc1ccc(-c2cccs2)n1Cc1ccco1,13%[38.3 µM],-9%,-5%[46.1 µM],-9%,0.0%,5%,u,12%
CCOC(=O)/C=C1\SCC(=O)N1CC(=O)Nc1ccc(C(C)C)cc1,-1%[38.3 µM],-11%,-18%[46.1 µM],-8%,-4.6%,1%,11%,2%
CCOc1ccc(OCC)c(NC(=O)C(NS(=O)(=O)c2ccc3c(c2)oc(=O)n3C)C(C)C)c1 (stereo unspecified),-9%[38.3 µM],-2%,-3%[46.1 µM],0%,0.8%,0%,7%,-7%
Cc1c(NC(=O)/C(C#N)=C/c2cccs2)c(=O)n(-c2ccccc2)n1C,3%,-4%,7%,15%,1.0%,0%,-1%,-3%
COC(=O)C1=C(C(=O)OC)[C@@H]2N(C)c3ccc(OC)cc3[C@@]23C[C@@H](C(=O)OC)N(C(=O)c2cc(C)oc2C)C3=N1,9%,2%[11.5 µM],x,3%[14.2 µM],x,-1%[7.66 µM],-1%[11.4 µM],2%[9.22 µM]

Two of the compounds above, with values under each structure:
Fields: IMPase Li cell	RECQ1 helicase	NPSR antag	RGS12 GoLoco inh	Epigenetic derep	KinaseGlo FLuc	KDM4E inh	SMN2 splice up
- COc1ccc(CCC(=O)NCc2ccco2)cc1
    25%[38.3 µM]	-6%	-11%[46.1 µM]	0%	-1.1%	5%	-2%	u
- COc1ccc2c(c1)-c1nc(/N=C/c3c(O)ccc4ccccc34)sc1CC2
    -4%	-3%	16%	-18%	1.9%	-3%	u	-12%[1.84 µM]

(next part)
Molecule,IMPase Li cell,RECQ1 helicase,NPSR antag,RGS12 GoLoco inh,Epigenetic derep,KinaseGlo FLuc,KDM4E inh,SMN2 splice up
C(=N\Nc1nc2ccccc2[nH]1)/c1ccccn1,19%,-5%,10µM*,-4%,-0.9%,13µM*,-11%,x
CC(C)c1cc(-c2cc(C(=O)NCc3ccccc3)on2)nc(NC2CCCC2)n1,x,u,u,2%,-1.9%,x,u,x
O=C(Nc1ccc(Cl)cc1)[C@@H]1[C@@H]2C(=O)N(c3ccc(Cl)cc3)C(=O)[C@@H]2[C@H]2C=CC=NN21,-2%[38.3 µM],-23%,-24%[46.1 µM],28%,-0.5%,-1%,-21%,1%
CC1=Nc2nc(N3CCCCC3)c(C#N)c3c4c(nc(c23)N1)N(c1ccc(C(C)C)cc1)C(=O)C4,-13%,2%,-11%,28%,1.0%,-7%,u,u
CN1CCN(S(=O)(=O)c2ccc(NCc3ccc4c(c3)OCO4)nc2)CC1,x,-16%,42%,-7%,-3.7%,x,-5%,x
COc1cccc(-c2cc(C(F)(F)F)n3nc(C(=O)N4CCCCC4c4cccnc4)cc3n2)c1 (stereo unspecified),15%,3%,u,0%,-0.9%,-4%,u,-49%[inhibitor]
CC(C)C(=O)NC(=S)Nc1nnn(C)n1,2%,u,13%,-8%,1.0%,-1%,u,0%
Nc1c(Cl)cc(Cl)cc1Cl,-15%,4%,x,10%,x,x,x,-6%

Entries above containing a furan ring, fused or not:
Molecule,IMPase Li cell,RECQ1 helicase,NPSR antag,RGS12 GoLoco inh,Epigenetic derep,KinaseGlo FLuc,KDM4E inh,SMN2 splice up
CCCCn1c(SCC(=O)Nc2nnc(C)s2)nnc1-c1ccoc1C,10%[38.3 µM],i,-8%[46.1 µM],2%,0.0%,-4%,5%,18%
O=c1[nH]c(=O)n(Cc2ccco2)c2c1C(C(F)(F)F)(C(F)(F)F)N=C(Cc1ccccc1)N2,-2%[38.3 µM],-4%,-11%[46.1 µM],23%,-0.9%,-4%,u,-28%
COc1cccc(-c2nnc(-c3ccco3)o2)c1,-3%,-7%,3%,3%,-8.2%,-6%,u,11µM*
COc1ccc(CCC(=O)NCc2ccco2)cc1,25%[38.3 µM],-6%,-11%[46.1 µM],0%,-1.1%,5%,-2%,u
O=C(O)CCc1ccc(-c2cccs2)n1Cc1ccco1,13%[38.3 µM],-9%,-5%[46.1 µM],-9%,0.0%,5%,u,12%
COC(=O)C1=C(C(=O)OC)[C@@H]2N(C)c3ccc(OC)cc3[C@@]23C[C@@H](C(=O)OC)N(C(=O)c2cc(C)oc2C)C3=N1,9%,2%[11.5 µM],x,3%[14.2 µM],x,-1%[7.66 µM],-1%[11.4 µM],2%[9.22 µM]
